# Bioassay records from PubChem BioAssay.
# C8 TRAIL sens: viability loss with TRAIL in NB7+C8 cells, primary screen, TRAIL sensitizer project, cell-based, ATPlite luminescence. inhibition (viability loss, TRAIL sensitization), % at 10 µM. hit rate 1% among 360,000. AID 624354, 2012;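 active means compounds causing at least 50% loss of cell viability in the single-dose screen, relative to plate controls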
# Peg3 promoter: Peg3 promoter-driven luciferase inhibitors, primary screen, cell-based, HeLa, luciferase luminescence; HeLa PEG-Prom luciferase reporter, overnight; inhibition, % at 20 µM; hit rate 1.7% among 360,000;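 active means inhibition of at least 50% at 20 µM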
# HIF-2a inh: HIF-2a reporter inhibitors, primary screen, luminescence, 786-0 RCC cells; AID 624352, 2012; 786-0 RCC cells HIF-2a reporter, luciferase luminescence, overnight; inhibition, % at 18.8 µM; hit rate 0.72% among 360,000;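 active means inhibition of the luminescence signal of 40% or more relative to plate controls, in a single-dose primary screen at 18.75 µM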
# CF NFkB block: inhibitors of PAF-induced NF-kB signaling, primary screen, cell-based, GFP fluorescence, uHTS | KKLEB NF-kB-GFP reporter, GFP fluorescence overnight | AID 588850, 2011 | inhibition, % at 5 µM | hit rate 0.86% among 360,000;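 active means at least 50% inhibition at 5 µM, scaled per plate between neutral and stimulator controls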;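 further: PAF is a Pseudomonas aeruginosa culture filtrate used as stimulus; plate controls were PAF-stimulated DMSO wells for no effect and unstimulated DMSO wells for full effect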
# TRPM1 prom inh: inhibitors of MITF-dependent TRPM1 promoter reporter, primary screen, cell-based, SK-MEL-5, single point, luciferase. SK-MEL-5 TRPM1 promoter luciferase, 24 h. inhibition, % at 12.5 µM. hit rate 0.83% among 330,000. AID 488899, 2010;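 active means mean inhibition across replicates of 60% or more, whatever share of single replicates reaches that level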; further: values of inactives mirror those of a sister screen read the other way
# EBV LMP1 NFkB: EBV LMP1-driven NF-kappaB luciferase reporter inhibitors, primary screen, cell-based, luminescence, single point; LMP1-induced NF-kappaB luciferase reporter cells; inhibition, % at 12.5 µM; hit rate 0.69% among 350,000; AID 504558, 2011; in the data active means inhibition above about 41%;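 further: 0% = neutral control wells and 100% = reference inhibitor control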
# Shn3 inh set2: reduction of Shn3 3'UTR firefly luciferase signal, primary screen, Schnurri-3 inhibitor project, cell-based, Clone20 osteoblasts, set 2; Clone20 osteoblast Shn3 3'UTR firefly luciferase, 24 h; inhibition, % at 12.5 µM; hit rate 0.52% among 360,000;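 active means mean inhibition of at least 75% with every replicate also reaching 75%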;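 further: 0% = median of neutral control wells and 100% = pilot-screen positive control compound; some compounds past the cut are filed as inactive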
# KKLEB cytotox: cytotoxicity in KKLEB CF airway cells, primary screen, cytotoxicity control for CF NF-kB inhibitor project, cell-based, uHTS, fluorescence assay plates; AID 602141, 2011; activity change (cytotoxicity), % at 5 µM; hit rate 0.36% among 360,000; KKLEB CF airway cells viability, ATPlite luminescence, overnight; stronger effect = lower value; cells stimulated with P. aeruginosa culture filtrate;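 active means corrected activity change at or below -50% at 5 µM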
# NR2E3 ag-1: inhibitors of NR2E3-RetCOR corepressor binding, primary screen, NR2E3 agonist project, biochemical, TR-FRET, GST-NR2E3, biotin-RetCOR; 1536-well; Photoreceptor-specific nuclear receptor (Homo sapiens), Q9Y5X4; inhibition of corepressor binding, % at 4.78 µM; hit rate 0.12% among 320,000; AID 2300, 2010;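 active means percent inhibition above the cutoff of mean plus 3 SD of all tested compounds, set per screening campaign, cut at about 20% in these data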;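 further: 0% = DMSO wells and 100% = biotin wells as full block of FRET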
# Target sequence (Q9Y5X4 whole entry, looked up): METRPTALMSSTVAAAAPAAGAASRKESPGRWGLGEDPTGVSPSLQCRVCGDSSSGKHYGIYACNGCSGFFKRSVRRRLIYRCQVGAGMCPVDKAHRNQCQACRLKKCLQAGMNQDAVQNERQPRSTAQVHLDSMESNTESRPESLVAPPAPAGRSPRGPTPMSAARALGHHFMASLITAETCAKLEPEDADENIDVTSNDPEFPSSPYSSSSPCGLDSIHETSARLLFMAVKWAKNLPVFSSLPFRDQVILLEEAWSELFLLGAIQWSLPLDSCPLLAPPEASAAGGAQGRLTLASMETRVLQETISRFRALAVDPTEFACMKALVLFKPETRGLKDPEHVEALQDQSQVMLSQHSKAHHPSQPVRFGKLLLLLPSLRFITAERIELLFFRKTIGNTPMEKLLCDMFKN
#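 Material – GST-tagged NR2E3 plus biotinylated RetCOR corepressor · Quantity – NR2E3 fusion 1.35 nM · Times – 5 h incubation at 4 °C · Medium – pH 7.5 Tris-based buffer · Technique – TR-FRET, Eu(K)-anti-GST donor, streptavidin-D2 acceptor, ex 340, em 617/671 nm · Benchmarks – high control biotin, low control 0.6% DMSO · Format – 1536-well plates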
# hiPSC survival: enhancers of single-cell hiPSC survival, primary screen, ATPlite luminescence; 100% = ROCK inhibitor wells, 0% = DMSO; survival enhancement, % at 20 µM; hit rate 0.044% among 360,000; in the data active means survival enhancement above about 18%;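 further: cells exposed to compounds for 16 hours before the ATP read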
# NR2E3 ag-2: NR2E3 agonists in two-hybrid cells, primary screen, cell-based, luminescence, CHO-S, Gal4-NCOR/VP16-NR2E3; luciferase; AID 602229, 2012; hit rate 0.35% among 360,000; Photoreceptor-specific nuclear receptor (Homo sapiens), Q9Y5X4; inhibition of corepressor binding, % at 3.98 µM;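 active means inhibition above the mean of all tested compounds plus 3 SD, cut at about 70% in these data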;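 further: 0% = DMSO with NR2E3 transfected cells and 100% = cells lacking NR2E3 construct; higher means lower luciferase signal from less NR2E3 corepressor binding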
# Numbers without * were called inactive; nt = not tested or not shown; & = joins results of further samples.
SMILES,C8 TRAIL sens,Peg3 promoter,HIF-2a inh,CF NFkB block,TRPM1 prom inh,EBV LMP1 NFkB,Shn3 inh set2,KKLEB cytotox,NR2E3 ag-1,hiPSC survival,NR2E3 ag-2
Cc1cc(C)n(-c2ccc(C(=O)OCc3nnc(-c4ccccc4)o3)cc2)n1,7,-34,-64,-10,-16,-13,-10,6,6,-2.2,-9
NC(N)=NS(=O)(=O)c1ccc(N/C=C/C(=O)c2ccc(Cl)c(Cl)c2)cc1,9,-85,-158,-5,-25,5,-13,9,-1,0.0,-16
COCCCNCCCCOc1ccc(Br)cc1Cl,10,0,-5,-9,-13,6,-13,-6,-2,-0.6,0
C=C(C)CSC1=C(C#N)C(c2ccccc2Cl)CC(=O)N1 (configuration not stated),-5,27,22,1,-2,-8,-5,-3,nt,-2.5,10
COc1cc(CC(CC(=O)O)CC(C)OCc2ccccc2)cc(OC)c1 (configuration not stated),6,3,19,14,-1,6,-10,-10,3,20*,-12
CCOC(=O)c1csc(NC(=O)CSc2nnnn2-c2ccc(OC)c(OC)c2)n1,-13,5,13,-5,13,7,23,-11,-2,-2.4,-15
O=C1N(Cc2cccnc2)C[C@@H]2C[C@@H](c3cccc(C(F)(F)F)c3)N3CCC[C@@]123,-3,7,5,3,5,1,15,-9,0,-0.6,-8
CCCCC(=O)Nc1ccc(NC(=O)c2ccc3c(c2)OCO3)cc1OC,9,-52,-54,-2,7,-2,-9,0,0,-1.8,-7
CN(Cc1ccccn1)Cc1nc(-c2ccc(Cl)cc2)no1,-6,-39,-125,-18,-6,-5,-47,9,0,-0.5,-31
CSC1=N/C(=C\c2ccc(Cl)cc2)C(=O)N1N(C)C,4,3,-16,7,7,-11,nt,-5,-3,0.0,-1
Cc1cccc(NC(=O)C2CC(=O)N(Cc3ccccc3)C2)n1 (configuration not stated),-9,-1,5,-14,4,2,5,-8,2,0.1,-3
COc1ccc(-c2cc(NC=O)c3ncc(-c4cccc(C(=O)NCCN(C)C)c4)n3c2)cn1,9,3,4,12,nt,nt,14,-15,nt,-2.2,4
COC(=O)c1ccc(N2CCOCC2)c(NC(=O)c2ccco2)c1,-5,15,16,-11,0,-2,-17,-13,3,0.5,-5
O=C(NCc1ccc(F)cc1)Nc1cccc([N+](=O)[O-])c1,4,-44,-123,0,-19,-21,-18,-25,-1,0.5,0
O=c1oc(CCCO)cc2ccccc12,0,1,-3,-4,5,2,-21,-2,nt,-1.5,-9
CCOc1ccc(Cn2nnc(C(=O)NCc3ccccc3)c2N)cc1,-9,3,-1,3,-2,-2,-8,5,0,2.0,15
NC(=O)NC(=O)CSc1cccc(C(F)(F)F)c1,-22,-1,-6,9,13,-4,11,-6,0,1.3,-15
O=C(NCc1cccnc1)c1ccccc1-c1ccccc1,-6,13,9,10,13,3,10,4,2,4.7,-11
CC(C)n1cc(CN2CCCC(CNS(=O)(=O)c3cccc4cccnc34)C2)cn1 (configuration not stated),2,-11,4,11,2,-7,-11,-5,0,-0.1,-6
CCOc1cc(/C=N/Nc2ccc(S(=O)(=O)Nc3ccccc3C(=O)O)cc2[N+](=O)[O-])cc(Cl)c1O,-1,15,11,-3,nt,9,-7,-4,nt,-0.6,-4
NS(=O)(=O)c1ccc(CCNC(=O)c2ccc(Cl)c(S(=O)(=O)NCc3ccco3)c2)cc1,-1,7,13,0,-1,-5,-8,5,nt,0.7,-14
Oc1ccccc1CNCC12CC3CC(CC(C3)C1)C2,7,-14,8,-5,-22,6,6,-8,-1,-0.5,11
Fc1ccc(-c2ccc3nccn3c2)cc1Cl,-9,-51,-102,-54,nt,nt,9,-12,nt,1.9,9
CCn1c(SCc2cccc(F)c2)nnc1-c1cccnc1,-1,3,9,-9,-8,-1,-17,16,1,1.7,3
Cc1cc(Cl)ccc1OC(C)C(=O)Nc1cccc(S(=O)(=O)N2CCOCC2)c1 (configuration not stated),-13,16,4,-6,nt,-10,34,4,nt,-3.1,-18
COc1ccc(-c2ccc(-c3noc(-c4cccc(OC)c4)n3)c(OC)n2)cc1,0,3,-3,14,-19,4,-1,-25,0,0.4,-3
Cc1ccc(NC(=O)C(Nc2cccc(C)c2)c2ccccc2)cc1 (configuration not stated),8,-13,-42,-6,-3,7,-16,-1,2,0.9,0
CCOC(=O)c1c(C)c(C)n2c1NC(=O)C2,-12,5,13,9,nt,nt,3,-6,nt,-0.9,-5
c1ccc(C2CC(c3ccccc3)n3c(nc4ccccc43)N2)cc1 (configuration not stated),4,76*,-8,-8,-8,-20,-8,-8,-1,-2.5,-27
C[C@H](CO)N1C[C@H](C)[C@@H](CN(C)S(=O)(=O)c2ccccc2)Oc2c(NC(=O)CCC(F)(F)F)cccc2C1=O,2,-2,-1,-2,10,8,16,-9,nt,-0.4,8
CCCCC(=O)N(C)c1c(C)nc2ccc(C(=O)N(CC)CCN(C)C)cn12,0,-2,5,-5,nt,nt,-1,0,nt,0.4,-13
CCc1ccccc1NC(=O)CCC(=O)N1CCN(C(C)=O)CC1,-1,-11,7,8,nt,10,-11,-12,nt,4.2,-13
CN(C(=O)c1cccc(NC(=O)Cc2ccc(NC(=O)C3CCN(S(=O)(=O)c4cccc([N+](=O)[O-])c4)CC3)cc2)c1)C1CCC1,9,-5,-9,6,2,-11,-3,4,nt,-0.5,-31
CCOC(=O)CSc1cc(C)c(C#N)c2nc3ccccc3n12,2,4,24,20,6,-2,-33,-8,2,-3.5,-12
COc1cc(C(=O)Nc2nncs2)cc(OC)c1OC,-1,-3,9,-6,-2,-1,7,3,-1,-0.3,-4
O=c1[nH]cnc2c([N+](=O)[O-])cccc12,-4,11,10,12,10,-1,-9,3,3,-0.7,-10
Cc1cccc(-n2ncc3c(=O)[nH]c(SCC(=O)Nc4cc(C)on4)nc32)c1,2,15,16,-18,-6,-4,-23,3,nt,3.3,3
CCc1ccc(CCC(=O)Nc2ccc(C)c(C)c2)o1,-12,-118,-184,-3,-20,-6,-16,-4,-1,-3.1,-44
CCOC(=O)CN(C(=O)CSc1nnc(-c2ccncc2)n1CCCOC)c1ccccc1,23,3,1,1,-2,1,2,-7,-3,3.0,-19
Cc1cc(F)ccc1S(=O)(=O)N1CCCOC1CNC(=O)C(=O)NCc1ccncc1 (configuration not stated),-23,3,15,-11,13,-10,3,15,-2,-0.3,10
CC(Oc1ccc(F)cc1)C(=O)Nc1cc(Cl)ccc1-n1cncn1 (configuration not stated),5,10,-4,12,2,2,-14,7,0,0.1,25
COc1ccc(CCNC(=O)c2cc(C3CC3)nc3c2cnn3C(C)C)cc1OC,1,9,18,3,nt,6,9,-5,0,-0.4,-2
COc1cc(OC)c2c(C)cc(=O)oc2c1C(CCN1CCOCC1)c1ccc(N(C)C)cc1 (configuration not stated),-2,3,-5,2,-6,-3,5,-5,0,1.2,3
CCOC(=O)C1CCCN(S(=O)(=O)c2ccc(OC)cc2)C1 (configuration not stated),-23,22,3,2,-11,3,-7,6,3,-0.3,-1
COc1ccc(-c2csc3ncnc(N4CCN(c5cccc(C)c5C)CC4)c23)cc1,1,23,8,9,5,6,10,3,0,-0.6,-32
COC(=O)CN1C(=O)C(C)(C)Oc2ccc(C(=O)NC3CC3)cc21,-21,-5,10,15,16,-5,21,0,4,2.4,7
CC(C)(C)C(=O)Nc1ncc(C(F)(F)F)cc1Cl,-3,5,11,4,4,-20,-2,-1,-1,-3.5,-28
COc1ccc(NC(=O)CNC(c2ccccc2)c2ccccc2)cc1,6,10,10,-2,-6,3,8,-15,-1,-0.8,1
C/C=C(\C)c1nnc(NC(=O)OCC)s1,-8,-66,-84,5,-16,-14,0,1,1,-3.6,-39
COc1ccc(C(=O)OCC(=O)NC2CC2)cc1[N+](=O)[O-],-8,9,19,-2,-15,6,7,0,3,0.6,-11

# Additional structures
SMILES,C8 TRAIL sens,Peg3 promoter,HIF-2a inh,CF NFkB block,TRPM1 prom inh,EBV LMP1 NFkB,Shn3 inh set2,KKLEB cytotox,NR2E3 ag-1,hiPSC survival,NR2E3 ag-2
c1ccc2sc(C3CCN(Cc4nnnn4Cc4ccc5c(c4)OCO5)CC3)nc2c1,0,22,16,0,15,5,33,-12,1,5.2,10
O=C(CSc1nnc(C2CCCCC2)n1Cc1ccccc1)NCc1ccco1,6,17,29,15,3,-4,-5,-6,2,2.8,-5
CC12CCC3c4ccc(O)c([N+](=O)[O-])c4CCC3C1CCC2=O (configuration not stated),-11,38,-13,24,nt,-16,-8,-8,nt,-1.4,16
COc1cccc(OC)c1-c1nn2c(-c3ccco3)nnc2s1,24,-95,-150,-14,-20,-5,-23,-7,2,-0.1,-28
Cc1nn(C(C)C(=O)NCC2CCCO2)c(=O)c2cc3occc3n12 (configuration not stated),11,-4,13,-1,6,1,20,-3,-2,7.2,-7
COc1ccc(N2CCN(C(=O)c3c(-c4ccccc4)noc3C)CC2)cc1,-11,5,-4,20,8,16,1,-8,5,2.9,-12
N#CNC(=Nc1ccc(F)cc1)SCc1ccccc1,0,15,4,19,6,-7,3,-10,3,1.6,7
CN(CC(=O)NCc1ccccc1)S(=O)(=O)c1cnc[nH]1,3,5,10,2,-18,-6,6,-12,2,3.3,-3
COc1ccc(-c2c[n+](CC(=O)N3c4ccccc4Sc4ccccc43)c3n2CCC3)cc1,-2,6,-7,-1,21,0,12,-16,0,0.8,-8
CCc1ccc(OCC(O)CN2CCN(c3ccccc3)CC2)cc1 (configuration not stated),8&-3,19&4,15&15,-7&-9,8&4,4&-9,11&17,-3&-6,1,-0.8&0.8,3&2
COc1cc(OC)c(OC)cc1NC(=O)CC1COc2ccccc2O1 (configuration not stated),7,11,11,-14,-2,0,-10,-1,1,-2.0,-18
CC(=O)c1cc(-c2ccccc2)n(CCC(=O)NC2CCCCCCC2)c1C,-3,23,15,-2,20,-6,1,4,-3,-0.6,-4
O=C(Nc1cccc(Cl)c1)N1CCCC1,-10,-6,-23,2,-7,-20,-17,-9,5,-0.2,-14
CC(C)(C)c1ccc(C(=O)N2CCN(CCNC(=O)C(=O)NCc3ccc(Cl)cc3)CC2)cc1,37,25,15,32,-26,3,46,-25,0,-0.2,28

# These rows are one share of the data; rates above refer to the full screens.
